Assay outcomes deposited in PubChem BioAssay by Sanford-Burnham Center for Chemical Genomics.
TAG inh: inhibitors of triacylglycerol accumulation, primary screen, cell-based, uHTS, fluorescence, H9c2 | H9c2 cells, Nile Red lipid (TAG) fluorescence; cells loaded with 200 µM oleic acid | inhibition, % at 12.5 µM | 230,000 tested, 0.66% active | AID 651582, 2012;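 active = pattern-corrected inhibition of lipid staining of at least 50% with the nuclear-stain viability signal not falling by more than 50%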;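 note: 0% = DMSO wells and 100% = triacsin C control wells; some results filed as inactive read as strong as hits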
TAG inh DAPI viability: recorded beside TAG inh, whose call it bears; DAPI nuclei signal change (viability), lower = more cytotoxic, %;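 whole-well DAPI fluorescence read on a plate reader as a viability signal; minus 50 percent equals half of cells still viable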
* = called active by the depositor.

SMILES | TAG inh | TAG inh DAPI viability
COc1ccc(CCN2C(=O)CC(Nc3ccc(N4CCOCC4)cc3)C2=O)cc1OC (stereo not given) | 5 | 1
CC(=O)Nc1ccc(NC(=O)Cn2cc3c(n2)CCCC3)cc1 | -32 | 0
NC1=NC(c2ccc(Br)cc2)n2c(nc3ccccc32)N1 (stereo not given) | 18 | -7
COc1ccc(Cl)cc1NC(=O)C1CSC(c2ccncc2)=N1 (stereo not given) | -2 | 9
O=C(O)CN1C(=O)COc2cc(S(=O)(=O)N3CCCC3)ccc21 | 4 | -3
C/C(=N\NC(=O)c1cccnc1)c1ccc(C)c([N+](=O)[O-])c1 | 14 | -11
Cc1ccc(NC(=S)NC(=O)C2CCC2)cc1C | 0 | 5
CC(C)C(N)c1csc(Nc2ccc(C(F)(F)F)cn2)n1 (stereo not given) | 22 | -10
COc1ccc(NC(=O)CN2CCN(c3ccccc3)CC2)cc1 | 9 | -16
Cc1ccnc(NC(=O)c2cccc(NC(=O)CC3SC(N4CCCCC4)=NC3=O)c2)c1 (stereo not given) | 26 | -4
COc1ccc(Cl)cc1NC(=O)C(C)OC(=O)Cn1cc(C(F)(F)F)ccc1=O (stereo not given) | -2 | 1
Cc1ccc(N2CC(C(=O)OCC(=O)c3c(N)n(CC(C)C)c(=O)n(C)c3=O)CC2=O)cc1 (stereo not given) | 6 | 4
CC(=O)Nc1ccc(C(C#N)=Cc2ccc(N(C)CCC#N)cc2)cc1 | -9 | 0
Cc1nc(SCc2ccc(F)cc2)c2oc3ccccc3c2n1 | 4 | -5
O=C(Cc1c[nH]c2ccccc12)OCCOC(=O)Cc1c[nH]c2ccccc12 | -3 | 0
Cn1c2ccccc2c2cc(C(=O)N3CCN(CCO)CC3)sc21 | 15 | -15
CC(=O)c1c(C)[nH]c(C(=O)OCC(=O)Nc2cccnc2Cl)c1C | -4 | 1
CCN1C(=O)[C@@H]2[C@@H](c3ccc(-c4ccc(OC)cc4)c(OC)c3)N3CCCC[C@@]3(C(=O)OC)[C@@H]2C1=O | 2 | 8
Cc1ccc(C2(C)NC(=O)N(CC(=O)Nc3cc(S(=O)(=O)N4CCOCC4)ccc3OC(C)C)C2=O)cc1 (stereo not given) | 0 | -4
O=C1CCC(=O)N1CCSC(=S)N1CCSCC1 | -2 | -4
CC(=O)Nc1ccc(N2CCCC2)cc1 | -7 | 11
Cc1c(NC(=O)CN2c3ccccc3CC2C)c(=O)n(-c2ccccc2)n1C (stereo not given) | 3 | 3
Cc1ccc2nc(NC(=O)c3ccc(OCC4CCCO4)cc3)sc2c1 (stereo not given) | 13 | 8
OCCC1CN(Cc2ccon2)CCN1Cc1ccccc1 (stereo not given) | -6 | 1
c1ccc(-c2cc(-c3ccccc3)ncn2)cc1 | -6 | 11

The list continues:
SMILES | TAG inh | TAG inh DAPI viability
COc1ccc(C(=O)NCCn2ccc3ccccc32)cc1 | 19 | -9
Cc1ccc(/C=N/NC(=O)CSc2ccccn2)o1 | -1 | -17
O=C(N=C1SC2CS(=O)(=O)CC2N1c1ccccc1)c1cccc([N+](=O)[O-])c1 (stereo not given) | 11 | 3
O=C1CC(NCc2ccc(F)cc2)C(=O)N1c1ccccc1 (stereo not given) | -1 | -7
COc1ccc(CCN2CCC(CN3C(=S)NC[C@@H]3CC(C)C)CC2)cc1OC | 3 | 12
COc1ccc(N2CCN(c3nc4c(c(=O)n(C)c(=O)n4C)n3Cc3ccccc3)CC2)cc1 | 11 | 0
COc1ccc(C(=O)NC(=S)Nc2ccc3[nH]c(=O)[nH]c3c2)cc1Br | 1 | 6
N#Cc1ccc(S(=O)(=O)N2CCN(C(=O)c3cn(-c4ccccc4)nc3-c3cccnc3)CC2)cc1 | -15 | -5
Clc1ccc(-n2cccc2/C=N/n2cnnc2)cc1 | 5 | 10
CCN(C[C@H]1N[C@@](CC)(C(=O)OC)[C@H]2C(=O)N(Cc3ccccc3)C(=O)[C@@H]12)C(=O)Nc1ccc(C)cc1 | -9 | 0
CC1(C)C(=O)Nc2ccccc2N1C(=O)COC(=O)C12CC3CC(CC(O)(C3)C1)C2 | -10 | 9
CCN(CC)S(=O)(=O)c1ccc(C(=O)OCC(=O)N2CCN(C(=O)c3ccco3)CC2)cc1 | -21 | 4
Cc1ccc(N2C(=S)NC3c4cc(Cl)ccc4OC2(C)C3C(=O)N(C)C)cc1 (stereo not given) | 6 | -14
COc1cccc(NC(=O)C2CSC3(C)CCC(=O)N23)c1 (stereo not given) | -4 | -2
CC1=N/C(=C\c2ccccc2Cl)C(=O)O1 | 13 | -1
Cc1cc(C)n2nc(C(=O)N/N=C/c3cccs3)nc2n1 | 8 | -1
COc1cc(C2c3cc4c(cc3OC(N3CCCCC3)C2C)OCO4)cc(OC)c1O (stereo not given) | 7 | -1
N#CC1=C(N)N(c2ccccc2)C(c2ccco2)C1(C#N)C#N (stereo not given) | -12 | 13
NNC(=O)CS(=O)(=O)c1ccc(Cl)cc1 | 5 | 1
COc1cccc(/C=N\NC(=O)c2sc(N)nc2C)c1OC | 6 | -1
CCC(C)(c1nnnn1-c1c(C)cccc1C)N(N=O)c1ccccc1Cl (stereo not given) | -9 | 1
COc1cc(NC(=O)CN2C(=O)NC3(CCOc4ccccc43)C2=O)cc(OC)c1 (stereo not given) | -10 | 9
O=C(c1cccc(F)c1)N(Cc1nc2ccccc2c(=O)[nH]1)C1CCCC1 | 3 | 0
CC1(C(=O)NCc2ccc(F)c(F)c2)Cc2c(-c3ccccc3)ccnc2O1 (stereo not given) | -10 | -2
O=C1CC(N2CCC(C(=O)N3CCCCC3)CC2)C(=O)N1 (stereo not given) | -11 | 11

The results go on.
SMILES | TAG inh | TAG inh DAPI viability
Cc1oc(-c2ccccc2)nc1C(=O)OCC(=O)NC(=O)NCC(C)C | 21 | -10
CCOC(=O)C1CCN(C(=O)COC(=O)c2c(C)c(CC)nc3ccccc23)CC1 | 4 | 1
Cc1ccc2c(c1)N(C(=O)CCC(=O)N1CCC(C(N)=O)CC1)CCO2 | 4 | -3
O=C(O)C[C@H]1c2ccccc2S(=O)(=O)N1C1CCCC1 | -1 | 7
CNCc1c(OCc2ccccc2F)ccc2ccccc12 | 9 | 23
Cc1c(Cc2ccccc2)sc(NC(=O)Cc2ccccc2)c1C(N)=O | -79 | -3
FC(F)(F)c1nnc(-c2ccccc2)nc1Sc1ccccc1 | -17 | -3
CCN1CCN(c2oc(-c3ccccc3)nc2S(=O)(=O)c2ccc(C)cc2)CC1 | 4 | 7
Cc1nnc(N/N=C/c2ccc(O)c([N+](=O)[O-])c2)[nH]c1=O | -2 | 3
O=C(O)c1ccc(Cl)c(S(=O)(=O)Nc2cccc(C(=O)Nc3cccc(C(F)(F)F)c3)c2)c1 | 2 | 2
C=CCOC(=O)C1=C(C)NC(=O)NC1c1ccc(Cl)cc1 (stereo not given) | 24 | -18
C[C@@H]1CN([C@H](C)CO)C(=O)c2cc(C#CC3CC3)cnc2O[C@H]1CN(C)S(C)(=O)=O | 2 | -4
C=C1CCN([C@@H](C)C(=O)NCc2ccc(Cl)cc2)S(=O)(=O)c2ccccc21 | -5 | -5
COc1cc(-c2ccc3c(=O)c4ccccc4sc3c2)cc(OC)c1OC | 23 | 8
CCCC1(C(=O)OCC)NC(c2ccc(N(C)C)cc2)C2C(=O)N(c3ccc4c(c3)OCCO4)C(=O)C21 (stereo not given) | -15 | 3
Oc1c(Br)cc(Br)cc1CNc1cccc2cccnc12 | 8 | -7
COc1ccc2c(c1)C(=O)N(c1ccccc1C)C(=O)C2(C)C | -15 | 8
COc1ccc(N(CC(=O)NCCSCc2cccc(Cl)c2)S(C)(=O)=O)cc1Cl | 15 | -3
COc1cc(NC(=O)COC(=O)/C=C/c2c(C)nn(-c3ccc(F)cc3)c2Cl)cc(OC)c1 | 1 | 7
O=[N+]([O-])c1ccc(Oc2ccc(F)cc2Br)c2ccncc12 | 13 | -1
CC(C)OC(=O)CSc1nc2cccnc2n1-c1ccc(F)cc1 | -8 | -16
CC1(NC(=O)Nc2cc([N+](=O)[O-])ccc2O)CCS(=O)(=O)C1 (stereo not given) | 3 | -7
O=C(O)CCn1c(=O)n(CCC(=O)O)c(=O)n(CCC(=O)O)c1=O | -7 | 1
Cc1cccc(NS(=O)(=O)c2ccc(C(=O)N3CC(C)OC(C)C3)cc2)c1C (stereo not given) | 2 | 2
O=C(CCCn1c(=O)oc2ccccc21)Nc1cccnc1 | -2 | -4

Going on with the list.
SMILES | TAG inh | TAG inh DAPI viability
COc1cccc(C2=CC(=O)C[C@H](c3ccc(Cl)cc3)C2)c1 | -1 | -4
CC[C@H]1C/C=C\Cc2ccccc2[C@@H](C(=O)C[C@@H](O)CC(C)=O)OC1=O | -10 | 2
Cc1cc(C)nc(NS(=O)(=O)c2ccc(NCN3C(=O)c4ccccc4C3=O)cc2)n1 | 8 | 10
Cc1ccc(S(=O)(=O)Nc2ccc3c(c2)C(=O)N([C@@H](C)CO)C[C@@H](C)[C@@H](CN(C)S(=O)(=O)c2ccccc2)OCCCC[C@H](C)O3)cc1 | 25 | 2
Cc1cnc(NC(=O)CCCNC(=O)c2ccc(Cl)cc2)s1 | 15 | 3
CCn1c(SCC(=O)c2ccc(Cl)cc2)nnc1C(C)C | 6 | -7
NC(=O)C1CCN(S(=O)(=O)Cc2ccccc2Cl)CC1 | -7 | 4
CCOc1cccc(/C=N/N2C(=O)CSC2=S)c1O | -3 | 3
COC(=O)CN1C(=O)N/C(=C/c2ccc(C)o2)C1=O | -6 | 4
O=C(CCNS(=O)(=O)c1ccccc1)NCCCc1ccccc1 | 16 | 1
COc1ccccc1OCC(=O)Nc1ccncc1 | 8 | -3
CC(C)CCn1c(SCC(=O)NC2CC2)nc2cc(Cl)ccc2c1=O | 13 | -3
S=C(NCc1ccco1)Nc1ccc(Br)cn1 | 8 | -5
CCCNC(=S)N1CCC(C(=O)c2ccc(Cl)cc2)CC1 | 6 | 1
Cc1nc2ccc3nc(NC(=O)C4COc5ccccc5O4)sc3c2s1 (stereo not given) | -2 | -8
CCc1c(C)nc(SC)n(CC#N)c1=O | -10 | 0
COC(=O)C1=C(Nc2ccccc2NC(=O)CCCC(=O)O)CSC1 | 0 | 1
O=C1CC(N2CCN(S(=O)(=O)c3ccccc3F)CC2)C(=O)N1c1ccccc1F (stereo not given) | -27 | 5
COC(=O)c1sc(-c2ccc(C(C)(C)C)cc2)cc1NC(=O)COCC(=O)O | 15 | -11
CCC(Oc1ccccc1)C(=O)N1CCN(S(=O)(=O)c2ccccc2)CC1 (stereo not given) | -20 | 2
CC(=O)NC(CC(=O)OCC(=O)c1ccc(NC(=O)CC(C)C)cc1)c1ccccc1 (stereo not given) | 16 | -3
O=C(O)CC1NCCc2ccccc21 (stereo not given) | 6 | -2
CCCc1ccc(S(=O)(=O)N/N=C\c2ccc3c(c2)OCO3)cc1 | -5 | -3
CCOc1ccc(C(=O)NCc2ccco2)cc1OCC | 2 | -1
CC(NC(=O)c1cccc(S(=O)(=O)N2CCN(Cc3ccccc3)CC2)c1)c1ccc(Cl)cc1 (stereo not given) | -13 | -2

(list continues)
SMILES | TAG inh | TAG inh DAPI viability
CC(C(=O)O)n1cc(C#N)c(=O)[nH]c1=O (stereo not given) | 13 | -3
CCCCn1c(CN2CCN(c3ccccc3)CC2)nc2c1c(=O)n(C)c(=O)n2C | -4 | -3
CCOC(=O)NC1(C(F)(F)F)N=C(c2ccccc2)NC1=O (stereo not given) | -11 | -3
Cc1ccc(C(O)C(=O)c2ccco2)cc1 (stereo not given) | 11 | -5
COc1ccc(NCc2nnc(SCC(=O)Nc3cccc(C)c3)o2)cc1 | 6 | 6
O=C(Cc1ccc2c(c1)OCCO2)Nc1cc(C(F)(F)F)ccc1N1CCOCC1 | 11 | -7
O=C(CSc1ccc([N+](=O)[O-])cc1)Nc1cccc(S(=O)(=O)Nc2ccccc2F)c1 | -12 | -2
O=C(Nc1ccc([N+](=O)[O-])cc1)Nc1ccon1 | 23 | -21
COc1ccc(Cc2c(O)nc(SCC(=O)c3ccc(OC)cc3)[nH]c2=O)cc1 | -1 | 10
O=C(Nc1ccccc1C(=O)O)c1cccc(NC(=O)c2ccco2)c1 | -9 | -3
Cc1ccc(-c2csc(N)n2)cc1 | 7 | 4
CCN(CC(=O)Nc1ccc(NC(C)=O)cc1)C(=O)c1cccc(S(=O)(=O)N2c3ccccc3CC2C)c1 (stereo not given) | -9 | -6

16 entries already listed, sorted by heavy-atom count, rising:
SMILES | TAG inh | TAG inh DAPI viability
Cc1ccc(-c2csc(N)n2)cc1 | 7 | 4
O=C(O)CC1NCCc2ccccc21 (stereo not given) | 6 | -2
O=C1CCC(=O)N1CCSC(=S)N1CCSCC1 | -2 | -4
Clc1ccc(-n2cccc2/C=N/n2cnnc2)cc1 | 5 | 10
CCOc1ccc(C(=O)NCc2ccco2)cc1OCC | 2 | -1
CC1(NC(=O)Nc2cc([N+](=O)[O-])ccc2O)CCS(=O)(=O)C1 (stereo not given) | 3 | -7
COc1ccc2c(c1)C(=O)N(c1ccccc1C)C(=O)C2(C)C | -15 | 8
Cn1c2ccccc2c2cc(C(=O)N3CCN(CCO)CC3)sc21 | 15 | -15
O=C(Nc1ccccc1C(=O)O)c1cccc(NC(=O)c2ccco2)c1 | -9 | -3
O=C(c1cccc(F)c1)N(Cc1nc2ccccc2c(=O)[nH]1)C1CCCC1 | 3 | 0
O=C(N=C1SC2CS(=O)(=O)CC2N1c1ccccc1)c1cccc([N+](=O)[O-])c1 (stereo not given) | 11 | 3
COc1ccc(Cc2c(O)nc(SCC(=O)c3ccc(OC)cc3)[nH]c2=O)cc1 | -1 | 10
O=C1CC(N2CCN(S(=O)(=O)c3ccccc3F)CC2)C(=O)N1c1ccccc1F (stereo not given) | -27 | 5
Cc1ccnc(NC(=O)c2cccc(NC(=O)CC3SC(N4CCCCC4)=NC3=O)c2)c1 (stereo not given) | 26 | -4
CCN(C[C@H]1N[C@@](CC)(C(=O)OC)[C@H]2C(=O)N(Cc3ccccc3)C(=O)[C@@H]12)C(=O)Nc1ccc(C)cc1 | -9 | 0
Cc1ccc(C2(C)NC(=O)N(CC(=O)Nc3cc(S(=O)(=O)N4CCOCC4)ccc3OC(C)C)C2=O)cc1 (stereo not given) | 0 | -4

These rows are one share of the data; rates above refer to the full screens.
